NS3h inh CB: blocks HCV NS3 helicase binding to DNA; NS3h Cy5-dT15 DNA binding, fluorescence polarization; AID 687043; inhibition, % at 100 µM; 16,000 compounds, 1.6% hits;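 active = inhibition above the average over every tested compound plus 3 SD, cut at about 40% in these data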
Cy5 interf NS3h: Cy5 fluorescence interference, HCV helicase counter-screen | Cy5-dT15 DNA with NS3h; actives lie on both sides; signal over control mean, under 1 quenches | fluorescence interference ratio at 100 µM | 16,000 compounds, 6% hits;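 active = compound fluorescence over control fluorescence at most 0.8, a quencher, or at least a set upper limit, an enhancer; inactive = ratio between 0.8 and the set upper limit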
* hit, by the source's call.

SMILES,NS3h inh CB,Cy5 interf NS3h
Cc1c(NC(=O)c2cnn3c2NC(c2cccs2)CC3C(F)(F)F)c(=O)n(-c2ccccc2)n1C (centres undefined),1,1.1
Cc1ccc(NS(=O)(=O)c2ccc([N+](=O)[O-])cc2)nc1,1,0.98
O=C(Cc1ccc(F)cc1)NCc1ccccc1,3,0.59*
CCc1c(C)[nH]n(-c2nc(-c3cccc([N+](=O)[O-])c3)cs2)c1=O,5,1
CCOc1cc(/C=C2/C(=O)NN(c3ccc(I)cc3)C2=O)ccc1O,17,0.84
Cc1ccc(NC(=O)C(=O)NCC(C)C)cc1,10,1
CCCOc1ccc(C(=O)Nc2ccc(O)c(-c3nc4cc(C)c(C)cc4o3)c2)cc1,14,0.99
COc1ccc(CNc2nccs2)cc1,3,0.95
CCOc1ccc(NC(=O)CN(c2ccccc2CC)S(C)(=O)=O)cc1,16,0.99
Cc1ccc(NC(=O)c2ccc(I)cc2)cc1Cl,4,1.1
CN(C)c1ccc(C2C(=C(O)c3ccccc3)C(=O)C(=O)N2Cc2ccccc2)cc1 (centres undefined),-10,0.94
Nc1nc(CSc2nc3ccccc3[nH]2)cs1,7,1
CCCOC(=O)c1cccc(NC(=O)COc2ccc(Br)cc2)c1,14,1
O=C(Nc1ccc(Cl)cc1)c1ccc(I)cc1,6,1.2
O=C(Nc1ccc2c(c1)OCCO2)c1ccccc1[N+](=O)[O-],-1,0.92
COC(=O)C1=C(C)NC2=C(C(=O)c3ccccc32)C1c1ccc(OCc2ccccc2Cl)c(Cl)c1 (centres undefined),-1,1
COc1ccc(N=C(C)C2=C(O)CSC2=O)cc1,7,1.1
Nc1ccc(C(=O)c2ccc(N)c(N)c2)cc1N,5,1.1
CC1(c2ccccc2)CC(C)(C)N(C(=O)CSc2nnc(N)s2)c2ccccc21 (centres undefined),13,1
COc1cc(/C=C2/SC(=S)N(Cc3ccccc3)C2=O)ccc1OS(=O)(=O)c1ccccc1,3,1.1

SMILES,NS3h inh CB,Cy5 interf NS3h
CC(=O)N1CCN(c2nc(-c3ccccc3)c3cc(Br)ccc3n2)CC1,3,1.1
CCN1C(=O)/C(=C/C2CC=CCC2)SC1=S (centres undefined),13,0.94
CC(=O)Oc1ccccc1/C=C1\C=C(c2ccc(Br)cc2)OC1=O,-2,0.83
COc1cccc(-c2nc(-c3ccc4c(c3)-c3ccccc3S4(=O)=O)c(-c3ccccc3)[nH]2)c1OC,10,1
CC1=C(C(=O)Nc2ccccc2)C(c2ccccc2F)NC(=O)N1 (centres undefined),0,0.94
CCOC(=O)/C=C(/C)Nc1c(C)n(C)n(-c2ccccc2)c1=O,-2,1
O=C(Nc1cc(C(F)(F)F)ccc1Cl)c1nn2c(c1Br)NC(c1ccccc1)CC2C(F)(F)F (centres undefined),-1,0.94
Cc1ccc(-c2nc3ccccc3o2)cc1NC(=O)c1cccc(Br)c1,-9,1
C=C(C)C(=O)Nc1cccc(C(=O)c2cccc(NC(=O)C(=C)C)c2)c1,11,0.94
COc1cc(NS(=O)(=O)c2ccc(NC(=O)c3cccc(C)c3)cc2)ncn1,7,1.2
CCOC(=O)C1=C(C)N=c2s/c(=C/c3ccccn3)c(=O)n2C1c1ccccc1Cl (centres undefined),28,0.95
O=C(Nc1ccccc1)/C(=C\c1cccc(Br)c1)NC(=O)c1ccccc1,4,0.98
COc1ccc(C(=O)NC2=NCCS2)cc1OC,5,0.99
O=C(/C=C\Nc1ccccn1)c1ccc2c(c1)OCO2,7,1.1
CCCC1=NN(C(=O)c2ccccc2Cl)C(O)(C(F)(F)F)C1 (centres undefined),5,0.95
CCCCCOC(=O)COc1ccc(S(=O)(=O)c2ccc(OCC(=O)OCCCCC)cc2)cc1,4,0.95
CCOP(=O)(CC(=O)O)c1ccccc1 (centres undefined),-3,1
CCOC(=O)Cc1cc(-c2ccccc2)nc2ccc3ccccc3c12,2,1
CN1CCC(N(C)S(=O)(=O)c2ccccc2[N+](=O)[O-])CC1,-4,1
Cc1ccc(S(=O)(=O)N2c3ccccc3C(C)CC2(C)C)cc1 (centres undefined),20,1.1

Ordered by heavy-atom count (high to low): part of the list above.
SMILES,NS3h inh CB,Cy5 interf NS3h
CCCCCOC(=O)COc1ccc(S(=O)(=O)c2ccc(OCC(=O)OCCCCC)cc2)cc1,4,0.95
CC(=O)Oc1ccccc1/C=C1\C=C(c2ccc(Br)cc2)OC1=O,-2,0.83
O=C(/C=C\Nc1ccccn1)c1ccc2c(c1)OCO2,7,1.1

Next structures
SMILES,NS3h inh CB,Cy5 interf NS3h
Cn1c(=O)c(C2=NS(=O)(=O)c3ccccc3N2)c(O)c2ccccc21,-1,1
O=C(NCCN1CCN(Cc2ccccc2Cl)CC1)C(=O)Nc1ccc(F)cc1,5,1
COc1ccc(OCCCCOc2ccc(Cl)c(C)c2)cc1,9,0.96
CCCS(=O)(=O)C(=C(Nc1ccc(CC)cc1)Nc1ccc(CC)cc1)S(=O)(=O)CCC,-7,0.93
O=C(c1cc(Cl)ccc1Cl)n1nnc2ccccc21,-4,0.88
O=C1/C(=C\c2ccccc2OS(=O)(=O)c2ccccc2[N+](=O)[O-])SC(=S)N1c1ccccc1,1,1.2
COc1cc(/C=C2/SC(=S)NC2=O)cc(Cl)c1OC(C)C,7,0.87
c1ccc(Nc2ccc3nc4ccccc4nc3c2)cc1,15,0.55*
Cc1ccc2nsnc2c1NC(=O)c1ccc(Br)o1,3,1.1
Cc1cccc(OCc2nc(-c3ccc(Cl)cc3)no2)c1,12,1.1
O=C(NC(=S)Nc1cccc(NC(=O)c2ccco2)c1)c1ccco1,42*,0.86
COC(=O)c1ccc(Oc2nc(NC(C)C)nc(NC(C)C)n2)cc1,5,0.99
O=C(Nc1ccc(Cl)cn1)c1cc(Br)ccc1Cl,7,1
CCc1ccccc1NS(=O)(=O)c1cccs1,5,0.92
O=C(O)c1cccc(NC(=O)c2cccc(Br)c2)c1,1,0.94
CC1=NN(C(=O)OC(C)(C)C)C(O)(c2ccc(C)cc2)C1 (centres undefined),3,1.1
CC1=C(C(=O)OC2CCCC2)C(c2coc3ccccc3c2=O)C2=C(CC(C)(C)CC2=O)N1 (centres undefined),15,0.92
CCOC(=O)C1CCN(C2CC(=O)N(c3ccc(C)cc3)C2=O)CC1 (centres undefined),1,1.1
C/C(=N/N=C\c1ccccc1)C1C(=O)c2ccccc2C1=O,0,0.68*
CCN(CC)c1nc(N)nc(NS(=O)(=O)c2ccc(Cl)cc2)n1,5,1.1

Record cards, from the list above:
CCCS(=O)(=O)C(=C(Nc1ccc(CC)cc1)Nc1ccc(CC)cc1)S(=O)(=O)CCC is listed with NS3h inh CB: -7; Cy5 interf NS3h: 0.93
Nc1ccc(C(=O)c2ccc(N)c(N)c2)cc1N is listed with NS3h inh CB: 5; Cy5 interf NS3h: 1.1

Later entries
SMILES,NS3h inh CB,Cy5 interf NS3h
O=C(c1ccccc1F)N1CCN(c2ccc(C(F)(F)F)cc2[N+](=O)[O-])CC1,6,0.86
O=C1C(=O)N(CCCn2ccnc2)C(c2ccc([N+](=O)[O-])cc2)C1=C(O)c1ccc(Cl)cc1 (centres undefined),6,1.1
Cc1c(NC(=NS(=O)(=O)c2ccccc2)c2ccccc2)c(=O)n(-c2ccccc2)n1C,1,1
COC(=O)c1c(C)oc2ccc(OC(=O)c3ccccc3)cc12,8,1
CC(=O)Oc1ccc(/C=c2/sc3nc(-c4ccc(C(C)(C)C)cc4)nn3c2=O)cc1,8,1
O=C(N/N=C/c1cc(Br)c(Br)o1)c1cncc(Br)c1,9,1
COc1ccccc1N(CC(=O)NCc1ccncc1)S(=O)(=O)c1ccccc1,-8,0.96
COc1ccc(N=Cc2ccc([N+](=O)[O-])s2)c([N+](=O)[O-])c1,12,0.92
O=C(c1cc2n(n1)C(C(F)(F)F)CC(c1cccs1)N2)N1CCCC1 (centres undefined),-1,0.95
CS(=O)(=O)c1ccc2nc(NC(=O)c3ccc(Cl)cc3)sc2c1,30,1
O=C(N/N=C\c1cccc(Br)c1)/C(=C\c1ccc2c(c1)OCO2)NC(=O)c1ccccc1,15,1.1
COc1cc(NS(=O)(=O)c2ccc(NC(=O)c3ccc4ccccc4c3)cc2)nc(OC)n1,9,1.1
O=c1c2c(nc3cc(-c4cccc(F)c4)[nH]n13)CCS2,57*,1.1
O=C(/C=C/c1ccccc1)NC(=S)Nc1ccc(NC(=O)c2ccco2)c(Cl)c1,0,1.1
O=C(/C=C/c1ccc(-c2ccc(Cl)c(Cl)c2)o1)c1ccco1,10,1.1
COc1ccc(N(CC(=O)NCc2cccnc2)S(=O)(=O)c2ccccc2[N+](=O)[O-])c(OC)c1,-1,1
Cc1c(C(=O)Nc2ccc(Cl)cn2)oc2ccccc12,6,1
Cc1ccsc1/C=C1\SC(=S)N(Cc2ccco2)C1=O,8,1.1
C=CCN1C(=O)NC(=O)/C(=C\c2ccc(OCc3ccccc3Cl)c(OC)c2)C1=O,9,1.2*
COc1ccccc1CNC(=O)C(=O)Nc1cccc(C(F)(F)F)c1,8,1

Given as labelled records: 4 of the compounds above
SMILES: COc1cc(NS(=O)(=O)c2ccc(NC(=O)c3ccc4ccccc4c3)cc2)nc(OC)n1
- NS3h inh CB: 9
- Cy5 interf NS3h: 1.1
SMILES: O=C(/C=C/c1ccccc1)NC(=S)Nc1ccc(NC(=O)c2ccco2)c(Cl)c1
- NS3h inh CB: 0
- Cy5 interf NS3h: 1.1
SMILES: O=C(c1ccccc1F)N1CCN(c2ccc(C(F)(F)F)cc2[N+](=O)[O-])CC1
- NS3h inh CB: 6
- Cy5 interf NS3h: 0.86
SMILES: C=CCN1C(=O)NC(=O)/C(=C\c2ccc(OCc3ccccc3Cl)c(OC)c2)C1=O
- NS3h inh CB: 9
- Cy5 interf NS3h: 1.2*

Carrying on:
SMILES,NS3h inh CB,Cy5 interf NS3h
CC(C)(C)c1cc(CN2CCN(CCN)CC2)cc(C(C)(C)C)c1O,4,0.96
CCn1c2ccccc2c2cc(C#N)c(N)nc21,16,1
Cc1cccc(C)c1OCC(=O)Nc1ccccc1,-7,0.94
CC1(C)Cc2ccccc2C(/C(=N/O)C(=O)c2ccccc2)=N1,10,0.89
O=C1/C(=C\c2ccc3c(c2)OCO3)SC(=S)N1CC1CCCO1 (centres undefined),5,1
CCOc1ccc(C=C2C(=O)NC(=O)NC2=O)cc1OCC,18,1.1
CC(=O)Nc1cccc(-c2csc(Nc3cc(C)ccn3)n2)c1,4,0.98
COc1ccc(-c2nc(NC(=O)c3ccco3)sc2-c2ccc([N+](=O)[O-])cc2)cc1,6,1
CCC(=O)NC(c1cccc([N+](=O)[O-])c1)c1ccc2cccnc2c1O (centres undefined),-4,1.1
COc1ccc(-n2nc3cc(C)c(NC(=O)COc4ccc(C)c(C)c4)cc3n2)cc1,19,1.1
Cc1cc(C)c(N2C(=O)NC(=O)C(=Cc3ccoc3)C2=O)c(C)c1,42*,1
COc1cc(CN2CCN(Cc3ccc(C)cc3)CC2)cc(OC)c1,-10,1.1
COc1ccc(C(=O)c2c(N)c(C#N)c(C)n2-c2ccccc2)cc1,6,0.98
COc1ccccc1-c1n[nH]c(=S)o1,1,1.1
COC(=O)c1ccc(-n2c(C)cc(/C=C3\C(=O)NC(=O)N(c4ccc(OC)cc4)C3=O)c2C)cc1,5,0.99
O=C(OCCC1(c2ccccc2)C(=O)c2ccccc2C1=O)c1ccc(Cl)cc1,8,0.95
O=C(c1nn2c(c1Cl)NC(c1cccs1)CC2C(F)(F)F)N(Cc1ccccc1)Cc1ccccc1 (centres undefined),12,0.94
CCOc1cc(/C=C(\C#N)c2nc3ncc(Br)cc3[nH]2)ccc1O,8,0.79*
O=C(Nc1cccc(S(=O)(=O)c2cccc(NC(=O)C(F)(F)F)c2)c1)C(F)(F)F,2,1.2
COc1ccc(C2C(=C(O)c3ccc(C)cc3)C(=O)C(=O)N2c2ccc(O)cc2)cc1 (centres undefined),-26,0.97

SMILES,NS3h inh CB,Cy5 interf NS3h
COc1ccc(C(=O)Nc2ccccc2)cc1NC(=O)c1cccc(F)c1,23,0.99
COc1cccc(CN2CCN(Cc3ccccc3C(F)(F)F)CC2)c1OC,-1,0.97
O=C(NCCCNc1ccc([N+](=O)[O-])cc1Cl)c1cccnc1,0,0.97
COc1ccccc1NS(=O)(=O)c1cccc2c1C(=O)c1ccccc1C2=O,16,0.99
CCOC(=O)C1=C(C)N=c2s/c(=C/c3ccc(OC)cc3)c(=O)n2C1c1sccc1C (centres undefined),20,1
CCOc1cc(OCC)cc(C(=O)Nc2ccc3oc(-c4cccnc4)nc3c2)c1,-13,1.1
Cc1c(C)c2ccc(OCC(=O)c3ccc(-c4ccccc4)cc3)cc2oc1=O,10,0.95
CCN(CC)CC(O)COc1ccccc1 (centres undefined),-6,0.99
O=C(NC(=S)Nc1ccc([N+](=O)[O-])cc1Cl)c1ccco1,2,0.93
CC(=O)c1ccc(N2C(=O)C3C4C=CC(O4)C3C2=O)cc1 (centres undefined),7,0.88
Cc1ccc2c(c1)NC(c1ccc(Cl)cc1Cl)C1=C(CC(C)(C)CC1=O)N2 (centres undefined),11,0.9
CC(C)CNC(=O)CN(c1ccc(Cl)cc1)S(C)(=O)=O,-9,1
O=C1NCC(COc2ccc([N+](=O)[O-])cc2)O1 (centres undefined),2,0.99
O=[N+]([O-])c1ccc(NCCCN2CCOCC2)c(Cl)c1,6,1.1
O=c1/c(=C/c2cccs2)sc2nc3ccccc3n12,-1,1
O=S(=O)(NOCc1ccccc1)c1ccccc1,-13,0.95
O=C(COc1ccc([N+](=O)[O-])cc1)Nc1cccc2nsnc12,2,0.98
